Screening data from PubChem.
RGS4 inh – RGS4 inhibitors, primary screen, cell-based, HEK293 M3R inducible RGS4, calcium flux. Regulator of G-protein signaling 4 (Homo sapiens), P49798. Fluo-4 calcium flux; hits give high values; triggered by carbachol at its EC20. B-score at 10 µM. 310,000 compounds, 0.45% hits. AID 463165, 2010;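 active = B-score, a plate-corrected calcium signal, over three deviations above library mean, with baseline fluorescence within five deviations of library mean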;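 also: RGS4 expression induced by doxycycline in cells with stable M3 receptor; B-score is computed from the integrated fluorescence ratio over baseline after carbachol; higher B-score means a larger calcium signal and so more RGS4 inhibition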
Target sequence (P49798 whole entry, looked up): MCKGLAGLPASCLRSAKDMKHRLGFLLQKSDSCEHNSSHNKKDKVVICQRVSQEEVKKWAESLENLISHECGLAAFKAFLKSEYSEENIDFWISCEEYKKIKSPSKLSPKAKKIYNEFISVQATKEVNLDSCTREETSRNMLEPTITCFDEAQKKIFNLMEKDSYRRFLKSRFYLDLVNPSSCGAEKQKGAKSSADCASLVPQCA
TRPC4 inh – inhibitors of mouse TRPC4 channel, primary screen, Fluo4 calcium, HEK293 TRPC4beta/mu-opioid cells. Short transient receptor potential channel 4 (Mus musculus), Q9QUQ5. DAMGO-evoked Fluo4 calcium flux; hits give low values. B-score at 10 µM. 300,000 compounds, 0.39% hits. AID 2247, 2010;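 active = B-score over 3 SD under the library average, no early fluorescence shift, positive overall ratio signal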
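Assay system – HEK293 line stably carrying TRPC4beta and mu-opioid receptor · Doses – single dose · Detection – Fluo4 calcium-dye fluorescence, kinetic read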
MrgX1 antagonist – antagonists of human MrgX1 receptor, primary screen, HEK293 cells, Fluo-4 calcium flux; BAM8-22 antagonism; hits give low values; B-score at 10 µM; AID 588676, 2011; 310,000 compounds, 1.3% hits; Mas-related G-protein coupled receptor member X1 (Homo sapiens), Q96LB2;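 active = calcium-response B-score plate-corrected more than 3 library SD below zero, starting fluorescence within 5 deviations, no agonist response on first addition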;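 also: peak minus trough fluorescence over baseline after final BAM8-22 challenge near maximal dose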
MrgX1 agonist – agonists of human MrgX1 receptor, primary screen, HEK293 cells, Fluo-4 calcium flux; Mas-related G-protein coupled receptor member X1 (Homo sapiens), Q96LB2; Fluo-4 calcium fluorescence, agonist mode; hits give high values; B-score at 10 µM; 310,000 compounds, 0.44% hits;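 active = calcium response B-score plate-corrected fluorescence ratio at least 3 library SD, with starting fluorescence B-score inside 5 SD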
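Test system: HEK293 cells stably expressing human MrgX1 receptor; Input: fifteen thousand cells per well; Dosing: compound delivered in addition one of three; Schedule: overnight seeding, then 1 h dark dye loading; Technique: Fluo-4 NW calcium fluorescence; Measure: B-scored fluorescence response ratio; Controls: positive and negative controls per plate.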
TRPC4 act – activators of mouse TRPC4 channel, primary screen, Fluo4 calcium, HEK293 TRPC4beta/mu-opioid cells; Fluo4 calcium fluorescence; hits give high values; 310,000 compounds, 0.49% hits; B-score at 10 µM; Short transient receptor potential channel 4 (Mus musculus), Q9QUQ5; AID 2237, 2010;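 active = B-score above 5 SD of library B-scores, and initial fluorescence ratio not above library mean plus 5 SD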;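 also: positive B-score marks a calcium rise read as TRPC4 activation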
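system = HEK293 cells stably co-expressing mouse TRPC4beta and mu-opioid receptor | schedule = Fluo4 dye loading 45 min at room temperature, 110 s recording | measure = B-scored integrated calcium fluorescence ratio | signal = Fluo4 calcium-sensitive dye fluorescence, kinetic, 1 Hz baseline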
TRPC6 activator – mouse TRPC6 channel activators, primary screen, cell-based, HEK293, membrane potential dye; HEK293-TRPC6 membrane potential dye fluorescence; hits give high values; Short transient receptor potential channel 6 (Mus musculus), Q61143; B-score at 10 µM; 310,000 compounds, 0.13% hits;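 active = B-score of the integrated fluorescence ratio above library mean plus 3 SD, and starting fluorescence ratio within library mean plus 5 SD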;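 also: higher score means more depolarization so channel activation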
Target sequence (Q61143 whole entry, looked up): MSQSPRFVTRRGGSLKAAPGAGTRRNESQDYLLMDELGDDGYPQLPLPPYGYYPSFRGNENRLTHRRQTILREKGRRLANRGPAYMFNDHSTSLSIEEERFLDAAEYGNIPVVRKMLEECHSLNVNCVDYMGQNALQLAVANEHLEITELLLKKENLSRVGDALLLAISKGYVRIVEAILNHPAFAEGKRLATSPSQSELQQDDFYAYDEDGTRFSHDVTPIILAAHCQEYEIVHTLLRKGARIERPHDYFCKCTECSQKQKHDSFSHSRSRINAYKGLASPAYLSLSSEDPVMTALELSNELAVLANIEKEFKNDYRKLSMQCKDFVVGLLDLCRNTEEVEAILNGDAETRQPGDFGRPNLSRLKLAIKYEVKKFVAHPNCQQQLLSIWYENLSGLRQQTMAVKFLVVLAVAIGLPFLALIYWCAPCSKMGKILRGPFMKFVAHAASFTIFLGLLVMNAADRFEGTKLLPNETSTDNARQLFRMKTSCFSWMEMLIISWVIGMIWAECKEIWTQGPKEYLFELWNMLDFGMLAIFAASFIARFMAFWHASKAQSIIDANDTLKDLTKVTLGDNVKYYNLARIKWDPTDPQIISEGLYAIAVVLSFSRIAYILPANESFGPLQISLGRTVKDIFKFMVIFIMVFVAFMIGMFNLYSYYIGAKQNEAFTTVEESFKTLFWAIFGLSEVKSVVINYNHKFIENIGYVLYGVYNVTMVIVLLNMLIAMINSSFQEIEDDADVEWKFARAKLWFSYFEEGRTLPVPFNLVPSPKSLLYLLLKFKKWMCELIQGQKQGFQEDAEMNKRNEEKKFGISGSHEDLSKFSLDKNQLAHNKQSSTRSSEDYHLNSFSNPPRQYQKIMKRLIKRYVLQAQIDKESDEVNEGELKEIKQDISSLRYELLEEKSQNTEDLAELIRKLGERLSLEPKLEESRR
TRPC4 potent – positive allosteric modulators of TRPC4, primary screen, cell-based, mouse TRPC4beta, HEK293 mu-opioid, Fluo-4 calcium. Short transient receptor potential channel 4 (Mus musculus), Q9QUQ5. DAMGO EC20, Fluo-4 Ca2+ flux; hits give high values. B-score at 10 µM. 310,000 compounds, 0.42% hits. AID 2227, 2009;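 active = B-score of calcium response area above 5 SD of library B-scores, with initial fluorescence ratio within 5 SD of library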;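 also: B-score of integrated fluorescence ratio over time as area under calcium response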
TMEM16A act – TMEM16A chloride channel activators or potentiators, primary screen, cell-based, HTS. HEK293 TMEM16A/YFP-H148Q/I152L, iodide quench fluorescence; hits give low values. B-score at 10 µM. 340,000 compounds, 0.3% hits. AID 623877, 2012;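 active = fluorescence-ratio B-score plate-corrected deviation score at least 3 library SD below zero, with starting fluorescence score within 5 deviations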;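 also: channel opened by trigger with iodide after compound preincubation; score built on the fluorescence ratio of max minus min over baseline; more negative score means more quench and so TMEM16A activation or potentiation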
ANO1 block – TMEM16A chloride channel inhibitors, primary screen, cell-based, HTS; HEK293 TMEM16A/YFP iodide influx fluorescence, ionomycin; normalized B-score (activity score, 25-100; higher = stronger inhibition) at 10 µM; 310,000 compounds, 1.2% hits; AID 588511, 2011;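 active = ratio plate-corrected score three or more library SD toward inhibition, starting fluorescence score within five deviations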;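 also: score derived from kinetic fluorescence span divided by baseline fluorescence per well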
MrgX1 allo act – positive allosteric modulators of MrgX1, primary screen, HEK293 cells, Fluo-4 calcium flux; 310,000 compounds, 0.63% hits; B-score at 10 µM; FDSS; hits give high values; AID 588675, 2011; Mas-related G-protein coupled receptor member X1 (Homo sapiens), Q96LB2;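 active = plate-corrected calcium response at least 3 library SD above typical, normal starting fluorescence, not activating the receptor alone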;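 also: compound read alongside a low EC10 to EC30 dose of BAM8-22 agonist; peak minus trough fluorescence over baseline measured at the second addition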
TRPC6 inh – mouse TRPC6 channel inhibitors, primary screen, cell-based, HEK293, membrane potential dye; B-score at 10 µM; AID 2553, 2010; ACh-evoked depolarization; hits give low values; 310,000 compounds, 1.1% hits; Short transient receptor potential channel 6 (Mus musculus), Q61143;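 active = B-score under library mean minus 3 SD, initial fluorescence not abnormally high, positive integrated signal ratio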;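 also: B-score derived from integrated fluorescence ratio over the kinetic read; more negative B-score means stronger inhibition of depolarization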
An asterisk follows results filed as active; i = inactive; / = not tested or not shown; ! = repeats disagree. An unsorted share of the library. About 5.8% of those tested had a hit in this group.

SMILES	RGS4 inh	TRPC4 inh	MrgX1 antagonist	MrgX1 agonist	TRPC4 act	TRPC6 activator	TRPC4 potent	TMEM16A act	ANO1 block	MrgX1 allo act	TRPC6 inh
COc1ccc(-n2c(SCC(=O)Nc3ccc4c(c3)OCO4)nnc2C(C)N2CCCCC2)cc1 (configuration not stated)	i	i	i	i	i	i	i	i	i	i	i
Cc1ccccc1-n1c(SC(C)C(N)=O)nnc1-c1cccnc1 (configuration not stated)	i	i	i	i	i	i	i	i	i	i	i
CCCCN(Cc1ccccc1)C(=O)C1CCN(S(=O)(=O)c2c(C)noc2C)CC1	i	i	i	i	i	i	i	i	i	i	i
CN(C)S(=O)(=O)c1cccc(NC(=O)COC(=O)CCC(=O)c2cccs2)c1	i	i	i	i	i	i	i	i	i	i	i
COc1cc([N+](=O)[O-])ccc1NC(=O)C[n+]1cccc(C(C)=O)c1	i	i	i	i	i	i	i	i	i	i	i
Cc1ccc(S(=O)(=O)CCCS(=O)(=O)c2ccc(C)cc2)cc1	i	i	i	i	i	i	i	i	i	i	i
O=C(NCCS(=O)(=O)c1ccc(Br)cc1)c1ccccc1	i	i	i	i	i	i	i	i	i	i	i
CCCCNC(=O)CSc1nnc(Cc2ccc(Cl)c(Cl)c2)c(=O)[nH]1	i	i	i	i	i	i	i	i	i	i	i
CCOC(=O)CCNC(=O)CNC(=O)OCc1ccccc1	i	i	i	i	i	i	i	i	i	i	i
CCCOc1cccc(C2/C(=C(/O)c3ccc4c(c3)CC(C)O4)C(=O)C(=O)N2CCN2CCOCC2)c1 (configuration not stated)	i	i	i	i	i	i	i	i	i	i	i
COc1cccc(-c2c(C(=O)N/N=C(\C)c3ccncc3)nnn2-c2nonc2N)c1	i	i	i	i	i	i	i	i	i	i	i
CC(=O)Nc1ccc(C(=O)Nc2nc(-c3cccnc3)cs2)cc1	i	i	i	i	i	i	i	i	i	i	i
O=C(Cn1cnc2c(nnn2Cc2ccc(Cl)cc2)c1=O)NC1CCCC1	i	i	i	i	i	i	i	i	i	i	i
CCc1cc2cc(C)cc(C)c2[nH]c1=S	i	i	i	i	i	i	i	i	i	i	i
CN(c1ccccc1)S(=O)(=O)c1cccc(C(=O)Nc2ncn[nH]2)c1	i	i	i	i	i	i	i	i	i	i	i
CN(Cc1c(C(=O)N/N=C/c2ccc(F)cc2)nnn1-c1nonc1N)C1CCCCC1	i	i	i	i	i	i	i	i	i	i	i
O=C(COc1ccc2ccccc2c1)Nc1nnc(-c2ccco2)s1	i	i	i	i	i	i	i	/	i	i	i
O=[N+]([O-])c1nn(-c2ccc3c(c2)OCCO3)n(O)c1=NCc1ccccc1Cl	i	i	i	i	i	i	i	i	i	i	i
Cc1onc(-c2ccccc2Cl)c1C(=O)Nc1ccc(-n2nncc2C(C)(C)C)cc1	i	i	i	i	i	i	i	i	i	i	i
COC(=O)c1ccc(CN2C(=O)NC3(CCC(C)CC3)C2=O)cc1 (configuration not stated)	i	i	i	i	i	i	i	i	i	i	i

Pulled by compound from the list above (2):
SMILES	RGS4 inh	TRPC4 inh	MrgX1 antagonist	MrgX1 agonist	TRPC4 act	TRPC6 activator	TRPC4 potent	TMEM16A act	ANO1 block	MrgX1 allo act	TRPC6 inh
CC(=O)Nc1ccc(C(=O)Nc2nc(-c3cccnc3)cs2)cc1	i	i	i	i	i	i	i	i	i	i	i
CN(c1ccccc1)S(=O)(=O)c1cccc(C(=O)Nc2ncn[nH]2)c1	i	i	i	i	i	i	i	i	i	i	i

The list continues.
SMILES	RGS4 inh	TRPC4 inh	MrgX1 antagonist	MrgX1 agonist	TRPC4 act	TRPC6 activator	TRPC4 potent	TMEM16A act	ANO1 block	MrgX1 allo act	TRPC6 inh
COc1cc([N+](=O)[O-])ccc1NC(=S)NNC(=O)CCC(=O)Nc1ccccc1Cl	i	i	i	i	i	i	i	i	i	i	i
COc1ccc(OC)c(NC(=O)c2cccc(NC(=O)c3ccccc3C(=O)O)c2)c1	i	i	i	i	i	i	i	i	i	i	i
CC(=O)Nc1ccc(NC(=O)c2c(C)nn(-c3ccccc3)c2Cl)cc1C	i	i	i	i	i	i	i	i	i	i	i
C[C@H](NC(=O)[C@H](Cc1ccccc1)NC(=O)c1cc2cc(Cl)ccc2n1C)C(=O)O	i	i	i	i	i	i	i	i	i	i	i
O=c1cc(NCc2ccccc2)c2ccccc2o1	i	i	i	i	i	i	i	i	i	i	i
CC(C)OCCCNC(=O)C(NC(=O)c1ccc(Cl)cc1)C(C)C (configuration not stated)	i	i	i	i	i	i	i	i	i	i	i
O=C(Nc1ccccc1C(=O)N1CCOCC1)C1CCCO1 (configuration not stated)	i	i	i	i	i	i	i	i	i	i	i
COc1ccc(OCc2cc(C(=O)NCC3CCCCO3)no2)c(Cl)c1 (configuration not stated)	i	i	i	i	i	i	i	i	i	i	i
COC(=O)c1ccccc1NC(=O)C1CCCCC1C(=O)O (configuration not stated)	i	i	i	i	i	i	i	i	i	i	i
CCCc1nn2c(N)c(/C=C3\C=Nc4ccccc43)c(=O)nc2s1	i	i	i	i	i	i	i	i	i	16.4*!	i
Cc1nc(C)c(C(=O)NCc2ccccc2Cl)o1	i	i	i	i	i	i	i	i	i	i	i
O=C(NCC1CCCCC1)c1ccc(Br)o1	i	i	i	i	i	i	i	i	i	i	i
Cc1noc(C)c1CSCc1ccc(Cl)cc1	i	i	i	i	i	i	i	i	i	i	i
CN(CCO)c1c2c(nc3cc(-c4cccc(F)c4)nn13)CCCC2	i	i	-9.59*	i	i	i	i	i	i	i	i
C/C(CCCO)=N/Nc1ccc([N+](=O)[O-])cc1[N+](=O)[O-]	i	i	i	i	i	i	i	i	i	i	i
CN(C)c1cccc(C(=O)N2CCCC(C(=O)c3cc(F)ccc3F)C2)c1 (configuration not stated)	i	i	i	i	i	i	i	i	i	i	i
O=C(Cn1cnc2c(nnn2Cc2ccc(F)cc2)c1=O)N1CCCCC1	i	i	i	i	i	i	i	i	i	i	i
Cc1ccc(NC(=O)CN(C)CC(=O)Nc2c(C)cccc2C)c(Br)c1	i	i	i	i	i	i	i	i	i	i	i
CCOc1ccc(C(C)NC(=O)Nc2ccccc2C(=O)OC)cc1 (configuration not stated)	i	i	i	i	i	i	i	i	i	i	i
Cc1ccc(C(=O)N2CCC3(CC2)Oc2ccc(Cl)cc2C(=O)C32CC(c3ccccc3)=NO2)s1 (configuration not stated)	i	i	i	i	i	i	i	i	i	i	i
Cc1cccc(NC(=O)c2ccccc2NC(=O)c2ccccc2)n1	i	i	i	i	i	i	i	i	i	i	i
Cc1nc(C(=O)NC2CCOCC2)sc1C1(C)CC(c2ccccc2)=NO1 (configuration not stated)	i	i	i	i	i	i	i	i	i	i	i
COc1ccc(/C=N/NC(=O)c2ccc(NC(C)=O)cc2)cc1COc1ccc(F)cc1F	i	i	i	i	i	i	i	i	i	i	i
COc1cc(CCC(=O)OCC(=O)Nc2cccc(S(=O)(=O)N(C)C)c2)cc(OC)c1OC	i	i	i	i	i	i	i	i	i	i	i
CCOc1ccc(CCNC(=O)CCCn2c(=O)c3cccn3c3cccnc32)cc1OCC	i	i	i	i	i	i	i	i	i	i	i
Cc1ccc(-c2nn(CC(=O)NCCN3CCOCC3)c(=O)c3ccccc23)cc1	i	i	i	i	i	i	i	i	i	i	i
CC(C)CC(c1nnnn1Cc1ccccc1)N1CCN(C(=O)c2ccco2)CC1 (configuration not stated)	i	i	i	i	i	i	i	i	i	i	i
Cc1csc(SCC(=O)Nc2sccc2C#N)n1	i	i	i	i	i	i	i	i	i	i	i
COc1ccc(CCC(C)NCc2cccc(Br)c2)cc1 (configuration not stated)	i	i	i	i	i	i	i	i	i	i	i
S=c1[nH]nc(-c2ccco2)n1/N=C/C(Cl)=C/c1ccccc1	i	i	i	i	i	i	i	i	i	i	i
C=CCn1c(SCC(=O)Nc2ncc(Cc3cc(Cl)ccc3Cl)s2)nnc1-c1ccncc1	i	i	i	i	i	i	i	i	i	i	i
CNC(=O)COc1coc(CN2CCN(Cc3ccccc3)CC2)cc1=O	i	i	i	i	i	i	i	i	i	i	i
Nc1cc(=O)[nH]c(SCc2cccc3ccccc23)n1	i	i	i	i	i	i	i	i	i	i	i
Cc1cccc(NC(=O)CSc2nnc(CSc3nc(C)cc(C)n3)o2)c1	i	i	i	i	i	i	i	i	i	i	i
CCc1c(C(=O)c2ccc(Cl)cc2)oc2c(C)c3oc(=O)cc(C)c3cc12	i	i	i	i	i	i	i	/	i	i	i
CN(C(=O)/C=C/c1ccc(F)cc1)C1CCCCC1	i	i	i	i	i	i	i	i	i	i	i
COc1ccc(CN(Cc2nc3ccccc3c(=O)[nH]2)C(=O)C(C)(C)C)cc1	i	i	i	i	i	i	i	i	i	i	i
CCCCNc1nc2ccccc2nc1NS(=O)(=O)c1cccs1	i	i	i	i	i	i	i	i	i	i	i
Cc1cc(C)c(C#N)c(SCS(=O)Cc2ccccc2)n1 (configuration not stated)	i	i	i	i	i	i	i	i	i	i	i
CC(=O)c1cccc(N2C(=NC(=O)COc3ccccc3)SC3CS(=O)(=O)CC32)c1 (configuration not stated)	i	i	i	i	i	i	i	i	i	i	i
COc1ccccc1NC(=O)COC(=O)C12CC3CC(CC(Cl)(C3)C1)C2	i	i	i	i	i	i	i	i	i	i	i
